HCV inh – blocks hepatitis C virus. 340,000 compounds, 3.4% hits. Huh7.5.1 HCVcc-Cre infection, luciferase reporter, 44 h. Potency, µM (titrated, usually from 41.8 µM), without a hit: at the top dose activity change, negative = inhibition, hits mostly inhibitors; note: potency is the fitted concentration of half-maximal effect
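Whole-lifecycle infectious HCVcc-Cre system; cells 1,000/well, compound then virus (~0.5 moi) added 4 h after plating, 44 h culture. Luciferase read 15 sec following 15 min substrate incubation, room temp.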
AmpC inh detg – inhibitors of E. coli AmpC beta-lactamase with detergent | P00811 | Potency, µM (top dose mostly 114 µM), for the others: top-dose activity change, negative = inhibition, usual class: inhibitors | AmpC hydrolysis of nitrocefin, absorbance 480 nm, 0.01% Triton | 370,000 compounds, 0.041% hits;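 note: potency is the fitted concentration of half-maximal effect; 0% = no-compound wells and -100% = no-enzyme wells; nearly all actives have a fitted effect of over 25% in size; some results filed as inactive show a strong effect at the top dose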
Target sequence (P00811 whole entry, looked up): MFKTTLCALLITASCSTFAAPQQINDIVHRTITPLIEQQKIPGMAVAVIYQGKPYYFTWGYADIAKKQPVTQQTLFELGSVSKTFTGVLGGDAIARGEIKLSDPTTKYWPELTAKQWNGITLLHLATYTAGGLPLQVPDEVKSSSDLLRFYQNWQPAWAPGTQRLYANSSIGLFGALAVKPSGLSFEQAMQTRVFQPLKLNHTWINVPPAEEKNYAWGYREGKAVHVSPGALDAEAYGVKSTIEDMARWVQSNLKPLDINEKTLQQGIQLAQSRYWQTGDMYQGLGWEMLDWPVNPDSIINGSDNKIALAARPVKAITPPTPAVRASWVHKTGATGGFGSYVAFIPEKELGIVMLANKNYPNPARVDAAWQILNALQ
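AmpC (5.3 nM in the dispensed reagent) in 20 mM phosphate pH 7.0 with 0.01% (detergent screen) or 0.0001% Triton X-100 was preincubated with compounds for 15 min at room temperature. Nitrocefin was then added from an 800 uM solution, and hydrolysis was followed at 480 nm.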
TbPYK inhibitor – inhibitors of Trypanosoma brucei pyruvate kinase; Q57TT1; TbPYK enzyme, Kinase-Glo Plus ATP luminescence, 45 min; Potency, µM (doses to about 76.8 µM), inactives show at the top dose activity, negative = inhibition, hits mostly inhibitors; 410,000 compounds, 0.12% hits; AID 624173; note: potency is the fitted concentration of half-maximal effect; nearly all actives have a fitted effect of over 50% in size
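Luminescent Kinase-Glo Plus end-point after 45 min room-temperature reaction of T. brucei pyruvate kinase started with 130 uM ADP (final). Buffer TEA 50 mM pH 7.2 with KCl, MgCl2, BSA, Tween-20; titration-based qHTS with fitted concentration-effect curves.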
AmpC inh no detg – AmpC beta-lactamase inhibition without detergent; P00811; AmpC nitrocefin hydrolysis, absorbance 480 nm, 0.0001% Triton; Potency, µM (highest dose often 57.1 µM), for the others: at the top dose activity change, negative = inhibition, actives largely listed as inhibitors; 330,000 compounds, 0.52% hits;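 note: potency is the fitted concentration of half-maximal effect; plate controls were no compound for no effect and no enzyme for full effect; nearly all actives have a fitted effect of over 20% in size; some results filed as inactive show a strong effect at the top dose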
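20 mM phosphate pH 7.0 + 0.01% (detergent screen) or 0.0001% Triton X-100; 5.3 nM AmpC reagent; cpd preinc 15 min RT; nitrocefin (800 uM stock) to start; A480 q20 s × 4 min; Activity was normalised to no-enzyme and no-compound control wells.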
HCMV inh – inhibitors of human cytomegalovirus; HFF cells, HCMV-luciferase reporter, 72 h; active compounds read low; activity change, negative = inhibition, % at 57.5 µM; 410,000 compounds, 4.5% hits; in the data active = activity change below about -60%; inconclusive = no clear call, values can overlap the other calls; inactive = above about -39%
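Steps: HFFs plated, 16 h 37C; compounds added; HCMV-luciferase added to MOI 1 PFU/cell; 72 h 37C; OneGlo reagent, 5 min room temperature; luminescence read, normalized to controls.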
AMA1-RON2 inh – inhibitors of Plasmodium falciparum AMA1-RON2 interaction. AlphaScreen AMA1-biotinylated RON2 peptide binding. 360,000 compounds, 0.2% hits. AID 720542. Potency, µM (top dose mostly 58.2 µM), without a hit: at the top dose activity change, negative = inhibition, usual class: inhibitors;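 note: potency is the fitted concentration of half-maximal effect; 0% = vehicle wells and -100% = peptide control; nearly all actives have a fitted effect of over 45% in size; some results filed as inactive show a strong effect at the top dose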
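AMA1 (3D7) with his tag at 25 nM final met compounds first, then biotinylated RON2 peptide at 25 nM; detection used donor plus acceptor beads, 10 µg/mL apiece, read by AlphaScreen after 30 min at room temperature.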
LmPK inh – LmPK (Leishmania mexicana) enzyme inhibition; Q27686; purified LmPK, Kinase-Glo ATP luminescence, 1 h; Potency, µM (highest dose often 57.5 µM), for inactives: at the highest dose activity change, negative = inhibition, actives largely listed as inhibitors; 290,000 compounds, 0.37% hits; note: potency is the fitted concentration of half-maximal effect
Target sequence (Q27686 whole entry, looked up): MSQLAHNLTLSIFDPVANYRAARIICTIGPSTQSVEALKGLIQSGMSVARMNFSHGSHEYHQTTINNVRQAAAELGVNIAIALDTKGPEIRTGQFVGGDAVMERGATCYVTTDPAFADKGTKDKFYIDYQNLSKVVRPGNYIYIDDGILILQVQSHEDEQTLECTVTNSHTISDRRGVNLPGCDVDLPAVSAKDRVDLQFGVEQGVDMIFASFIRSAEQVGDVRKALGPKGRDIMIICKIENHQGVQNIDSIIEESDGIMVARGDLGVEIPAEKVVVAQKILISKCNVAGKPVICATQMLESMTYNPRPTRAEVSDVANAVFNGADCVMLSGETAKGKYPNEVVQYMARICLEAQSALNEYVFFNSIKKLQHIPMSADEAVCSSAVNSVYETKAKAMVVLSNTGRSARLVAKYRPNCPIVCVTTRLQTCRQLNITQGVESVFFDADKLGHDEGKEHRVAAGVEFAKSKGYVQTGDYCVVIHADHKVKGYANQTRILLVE
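ATP generated from ADP (0.1 mM) and PEP (0.5 mM) by 0.1 nM LmPK over 1 h at room temperature (pH 7.2 imidazole buffer) was detected by coupled luciferase luminescence. Values were normalized to uninhibited and no-enzyme wells.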
Numbers without * were called inactive; ? = inconclusive; / = not tested or not shown; & = joins results of further samples; [ ] = dose if it differs, or a comment. Unless noted, calls come from the whole dose curve; as a rule, active = well fitted curve in the direction sought with a large enough effect; inconclusive = small, poorly fitted or top-dose-only effect, or another doubt; inactive = no such curve, though single readings can be large; an effect the other way counts as inactive or inconclusive. Unless noted, % is set by controls: 0 for no effect and ±100 for the full control effect.

Each structure is followed by: HCV inh	AmpC inh detg	TbPYK inhibitor	AmpC inh no detg	HCMV inh	AMA1-RON2 inh	LmPK inh
> CCc1ccc(C(=O)Nc2cc(S(=O)(=O)N3CCOCC3)ccc2N2CCOCC2)cc1
→ -0.4%	/	3.8%	169.6%[activator]	3.0	-2.7%	/
> Cc1ccc(C)c(NC(=O)c2cc(S(=O)(=O)N3CCCCC3)c[nH]2)c1
→ -8.8%	-19.7%	-7.6%	-35.8%	6.9	-1.0%	-3.3%
> Cc1nc(-c2ccc(F)cc2)c(CC(=O)N(C)CC(=O)Nc2cccc(F)c2)s1
→ /	/	-6.4%	/	-26.2	68.3%[activator]	/
> COc1ccc(Cl)cc1S(=O)(=O)N1CCCC(C(=O)NCc2ccccn2)C1 (configuration not stated)
→ 1.2%	-15.0%	1.6%	34.7%	-19.4	16.5%	/
> COc1ccc(C(=O)OCC(=O)Nc2cc(S(=O)(=O)N3CCOCC3)ccc2N2CCCC2)cc1
→ 12.9%	1.9%	-0.7%	43.4%	63.3	-1.7%	2.0%
> CCCC(=O)N(Cc1cc(=O)[nH]c2ccccc12)c1ccc(C)cc1
→ -2.6%	-0.6%	2.4%	-6.9%	5.2	-6.6%	-1.3%
> Cn1c(N)c(C(=O)CSc2nc3ccccc3c(=O)n2CCCN2CCOCC2)c(=O)n(C)c1=O
→ 18.9%	-6.3%	-1.1%	27.5%[11.4 µM]	-0.7	6.5%	1.5%
> Cc1nc(-c2cccc(C(F)(F)F)c2)sc1C(=O)O
→ 1.1%	-1.6%	1.7%	-17.3%	-0.1	-4.4%	-0.4%
> CC(Sc1nnnn1-c1ccccc1)C(=O)Nc1ccc(N2CCN(C)CC2)cc1 (configuration not stated)
→ 7.1%	-9.2%	-5.8%	19.6%	-10.7	-6.7%	4.6%
> COc1ccc(NC(=O)CSc2nnc3ccc(-c4cccnc4)nn23)c(OC)c1
→ -5.6%	?	-8.4%	-2.0%	-11.1	5.8%	/
> CN1C(=O)C(C)(C)c2cc(S(=O)(=O)NCc3ccc(C(=O)Nc4ccc(Cl)cc4)cc3)ccc21
→ /	-5.6%	-1.7%	/	?	/	/
> COc1ccc(N(C(=O)c2ccc(Br)o2)C2C=CS(=O)(=O)C2)cc1 (configuration not stated)
→ -8.6%	1.6%	3.2%	-2.9%	-7.5	1.0%	1.4%
> COc1ncc(-c2ccc3c(c2)S(=O)(=O)c2cccc(C(=O)O)c2C3=O)cn1
→ 10.7%	-6.0%	2.9%	-12.9%	-32.4	5.2%	/
> CC(=O)Nc1ccc(S(=O)(=O)Nc2ccc(N3CCOCC3)cc2)cc1
→ 1.3%	9.4%	-1.3%	-14.6%	-14.5	0.0%	5.9%
> COc1ccccc1C(=O)NC(=S)/C=C1/N(C)c2ccccc2C1(C)C
→ ?	-6.8%	0.6%	0.5%	-91.9*	?	1.4%
> CN1CCN(C(=O)c2cccc(-c3cc(O)c4ncccc4c3)c2)CC1
→ /	?	3.0%	-18.2%&10.8%	-21.4	/	/
> CCCC1OC(c2cc3c(cc2Cl)OCO3)OCC1CC (configuration not stated)
→ -4.0%	/	5.8%	/	-0.8	25.5%	/
> Cc1nn(-c2ccccn2)c(N)c1N=O
→ -2.0%	-4.4%	3.5%	-8.7%	31.0	66.8%[activator]	-4.1%
> CCOC(=O)/C(C#N)=C/c1c(N2CCN(Cc3ccc4c(c3)OCO4)CC2)nc2c(C)cccn2c1=O
→ ?	-3.9%	2.5%	-15.2%	-4.1	?	9.5%
> N#CC1=C(SCC(=O)Nc2nccs2)NC(=O)CC1c1ccccc1 (configuration not stated)
→ 13.4%	?	11.9%	-15.9%	-17.8	14.8%	-3.6%
> O=C(NCC(c1cccs1)N1CCOCC1)C1CCN(S(=O)(=O)c2cccc(C(F)(F)F)c2)CC1 (configuration not stated)
→ -5.3%[8.37 µM]	-7.6%	4.9%	?	11.6	-15.2%	/
> CCN(CC)c1ccc(NC(=O)CSc2nc3ccccc3c(=O)[nH]2)cc1
→ -9.9%	?	-9.8%	20µM*	27.5	-9.3%	-9.9%
> OCCC1CN(Cc2ccccc2-c2ccco2)CCN1Cc1ccccc1 (configuration not stated)
→ -1.9%	9.1%	-3.5%	82.0%[activator]	31.2	-3.8%	1.0%
> O=C1SC(SCc2ccccc2)=N/C1=C\c1ccco1
→ ?	0.0%	-13.1%	/	2.2	?	-0.8%
> Cc1ccc(NCc2ccccc2O)c(C)c1
→ -10.7%	1.1%	-2.5%	-16.3%	?	?	10.7%
> CCOC(=O)CCN(c1ccccc1)S(=O)(=O)c1ccc(-c2ccc(=O)[nH]n2)s1
→ -13.3%	?	-11.2%	-6.0%	17.4	-11.8%	2.0%
> COc1ccc(CCNC(=O)c2cc(S(=O)(=O)N(C)c3ccccc3)ccc2Cl)cc1
→ ?	-9.9%	9.3%	-17.3%	-24.0	4.9%	0.1%
> CCN(CC(=O)NCc1ccc(Cl)cc1)C(=O)c1oc2ccccc2c1C
→ -28.5%	-0.3%	-4.1%	67.6%[activator]	-15.4	-5.5%	4.5%
> CCCN(C1CCS(=O)(=O)C1)S(=O)(=O)c1cc(OC)ccc1OC (configuration not stated)
→ 3.9%	-0.7%	-12.1%	-7.4%	-22.3	0.4%	/
> C/C(CCc1ccc2c(c1)OCO2)=N\NC(=O)c1ccccc1
→ 12.9%	-7.8%	0.5%	-12.5%	-38.6	36.4%[activator]	0.2%
> COc1ccc(N2CCN(CC(=O)Nc3ccccc3C(=O)NC(C)c3ccccc3)CC2)cc1 (configuration not stated)
→ /	/	-9.1%	/	-5.3	?	/
> Cc1cccc(NS(=O)(=O)c2cccc(C(=O)NCC(c3ccco3)N3CCCCC3)c2)c1 (configuration not stated)
→ ?	?	-0.6%	-33.3%	-29.2	-9.5%	/
> COc1cccc(CNC(=O)Cc2ccc(S(=O)(=O)N3CCOCC3)s2)c1
→ 4.9%	0.0%	-3.0%	-19.3%	-4.6	-12.4%	/
> CON(C)C(=O)CCN(Cc1ccccc1)C(=O)OC(C)(C)C
→ -7.9%	/	-1.1%	61.4%[activator]	18.9	10.1%	/
> Cc1c(C(=O)Nc2ccncc2)oc2c1C(=O)CC(C)(C)C2
→ ?	?	3.1%	-20.9%	-6.9	0.0%	0.9%
> CN(C)CC(CCCCC(CN(C)C)C(=O)c1ccccc1)C(=O)c1ccccc1 (configuration not stated)
→ 8.91µM*	1.4%	2.1%	29.7%	?	-9.6%	0.1%
> Cc1ccccc1C(=O)NC(CC(C)C)C(=O)OCc1cc(=O)n2cc(Br)ccc2n1 (configuration not stated)
→ 3.1%	-6.0%	-6.0%	-1.1%	21.5	-6.6%	-6.3%
> CCCCOc1ccc(C(=O)Nc2ccc3c(c2)N(C(C)=O)CCC3)cc1
→ /	?	-7.5%	/	?	/	/
> COc1cccc(-n2c(=O)c3c(C)c(C)sc3n(CC(=O)NCc3ccccc3)c2=O)c1
→ /	21.0%	3.1%	/	-8.7	/	/
> Cc1ccc(N2CC(c3nc4ccccc4n3CCC3CCCCC3)CC2=O)cc1 (configuration not stated)
→ /	-2.2%	-14.1%	/	-5.5	/	/

Overlap with the part before: four compounds; new compounds follow.
Each structure is followed by: HCV inh	AmpC inh detg	TbPYK inhibitor	AmpC inh no detg	HCMV inh	AMA1-RON2 inh	LmPK inh
> Cc1ccccc1C(=O)NC(CC(C)C)C(=O)OCc1cc(=O)n2cc(Br)ccc2n1 (configuration not stated)
→ 3.1%	-6.0%	-6.0%	-1.1%	21.5	-6.6%	-6.3%
> CCCCOc1ccc(C(=O)Nc2ccc3c(c2)N(C(C)=O)CCC3)cc1
→ /	?	-7.5%	/	?	/	/
> COc1cccc(-n2c(=O)c3c(C)c(C)sc3n(CC(=O)NCc3ccccc3)c2=O)c1
→ /	21.0%	3.1%	/	-8.7	/	/
> Cc1ccc(N2CC(c3nc4ccccc4n3CCC3CCCCC3)CC2=O)cc1 (configuration not stated)
→ /	-2.2%	-14.1%	/	-5.5	/	/
> Cc1ccc(S(=O)(=O)NC2=NCN(Cc3cccnc3)CN2)cc1
→ 13.2%	-11.1%	-2.0%	-15.7%	7.6	27.2%	1.1%
> Cc1ccccc1Cn1cnc2c(oc3ccccc32)c1=O
→ -4.7%	2.7%&-1.2%	3.8%&2.3%	-26.9%	5.2&15.9	-23.1%	1.0%
> CC(=O)Nc1ccc(NC(=O)Cc2ccc(-c3ccccc3)cc2)cc1
→ 6.7%	2.1%	2.8%	13.0%	-28.8	-3.3%	-6.8%
> COc1ccc(NS(=O)(=O)c2ccc3[nH]c4c(c3c2)CCCC4)c(OC)c1
→ /	13.6%	2.6%	/	-17.5	/	/
> Cc1ccc(C(=O)OC/C(O)=C(\C#N)c2nc3ccccc3[nH]2)cc1S(=O)(=O)N1CCOCC1
→ -2.2%	-8.7%	-1.1%	47.1%	-10.4	47.0%[activator]	-2.9%
> Clc1ccccc1CSC1=NCCCN1
→ 17.3%	-6.7%	1.5%	1.2%	38.8	-0.2%	-0.9%
> CCC1CCCCN1C(=S)NC(=O)c1ccc(F)c(S(=O)(=O)N2CCOCC2)c1 (configuration not stated)
→ -3.6%	7.1%	-18.0%	-7.9%	-8.2	76.3%[activator]	-4.6%
> CCOc1ccc(NC(=O)COc2ccc(C(=O)NC3CCCc4ccccc43)cc2OC)cc1 (configuration not stated)
→ 0.0%	-18.2%	-5.4%	-22.9%	-11.8	2.8%	4.5%
> Cc1nc2ccccn2c(=O)c1NC(=O)c1ccco1
→ /	/	3.6%	/	-10.7	5.2%	/
> CCOc1ccc(S(=O)(=O)N2CCN(S(=O)(=O)c3ccc(C)c(C)c3)CC2)cc1
→ 10.0%	2.1%	-8.5%	-20.7%	5.5	15.5%	5.0%
> O=C(COC(=O)c1ccccc1Nc1ccccc1F)c1ccccc1
→ 1.2%	1.4%	4.3%	-33.4%	18.2	-12.4%	5.3%
> CCCCN1C(C(=O)c2ccccc2)=C(OC(C)=O)c2ccccc2S1(=O)=O
→ /	21.6%	-13.8%	/	-107.6*	/	/
> Cc1noc(C)c1C(=O)Nc1nc2ccc(Cl)cc2s1
→ -24.0%	-10.2%	0.2%	-10.4%	0.9	21.2%	-3.4%
> CCCCOC(=O)c1ccc(NC(=O)/C=C/c2cccs2)cc1
→ 1.6%	-9.9%	-0.4%	?	48.3	5.2%	-0.1%

Screens deposited in PubChem BioAssay by National Center for Advancing Translational Sciences (NCATS).
